PMI inhibitors: inhibitors of human PMI, primary screen, biochemical, fluorescence intensity, coupled assay (AID 1209); purified PMI enzyme, coupled fluorescence intensity; higher % means a stronger effect; actives 0.42% (n = 190,000); one-dose inhibition, % at 20 µM; IC50 in µM for titrated hits;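 further: plate controls were DMSO vehicle for no effect and wells lacking substrate for full effect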
PMI inhibition: MPI inhibition at elevated mannose 6-phosphate – biochemical, fluorescence intensity, high mannose 6-phosphate, primary screen (AID 1220). recombinant PMI enzyme, coupled fluorescence intensity; higher % means a stronger effect. inhibition, % at 20 µM; hits with a dose series show IC50 in µM. actives 0.66% (n = 190,000)
SIAH1 antagonists: blockers of Siah-1 interaction with plectin peptide – biochemical, fluorescence polarization, rhodamine-plectin, uHTS, primary screen (AID 1817); actives 0.02% (n = 290,000); one-dose displacement, % at 20 µM; IC50 in µM for titrated hits; Siah-1 / rhodamine-plectin peptide fluorescence polarization; higher % means a stronger effect;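 active means displacement of at least 50% at 20 µM, with a fluorescence ratio check between 0.3 and a set limit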;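 further: plate controls were Siah plus tracer with DMSO for no effect and tracer alone without Siah for full effect; strong numbers were not always called active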
XIAP antagonists: small molecules displacing peptide from XIAP – biochemical, IAP family, fluorescence polarization (AID 1018). XIAP BIR domain, fluorescence polarization peptide displacement; higher % means a stronger effect. displacement, % at 20 µM, or IC50 in µM where a hit was titrated. actives 0.007% (n = 200,000); in the data active means displacement above about 50%; further: a part of the inactive calls stands beside numbers as strong as those of hits
WT yeast gro inh: growth inhibition of WT yeast, mitochondrial fusion screen | AID 1362 | actives 2.1% (n = 190,000) | mitochondrial fusion phenotypic screen, WT strain | inhibition, % at 10 µM; in the data active means inhibition above about 58%; tested in S. cerevisiae
RSV CPE inhibition: inhibition of RSV-induced cytopathic effect – HEp-2 cells, primary 10 µM value included (AID 2391). one-dose CPE inhibition, % at 10 µM; IC50 in µM for titrated hits. actives 0.13% (n = 310,000). HEp-2 cells, RSV-induced CPE inhibition; higher % means a stronger effect; in the data active means a potency from the dose series; inconclusive means CPE inhibition mostly from about 23% at the one dose, without a potency; inactive means the rest, 99 in 100 with CPE inhibition below about 21%; further: strong numbers were not always called active
PhoP inhibition: inhibitors of PhoP regulon expression, primary screen, Salmonella Typhimurium, GFP reporter (AID 1863); S. Typhimurium PhoP-regulated promoter GFP reporter, 4 h; higher % means a stronger effect; inhibition, % at 50 µM, or IC50 in µM where a hit was titrated; actives 0.16% (n = 300,000);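 active means inhibition over 29.93%, a cutoff 3 SD above the screen mean, later confirmed by dose response; inconclusive means inhibition over 29.93% but no dose response follow-up; inactive means inhibition at most 29.93% or unconfirmed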;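 further: 0% = low Mg2+ inducing control and 100% = high Mg2+ repressing control; strong numbers were not always called active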
TNAP activation fold: human TNAP enzyme activators, primary screen, biochemical, luminescent, no phosphate acceptor, uHTS (AID 1001) | purified TNAP, luminescent activation assay, no phosphate acceptor; higher activation fold means a stronger effect | one-dose activation fold at 20 µM; EC50 in µM for titrated hits | actives 0.03% (n = 200,000); in the data active means activation fold from about 3, or a potency from the dose series; inactive means the rest, 99 in 100 with activation fold below about 1.6; further: many of its hits are not listed in these tables
Myeloid diff MLP: promotes myeloid progenitor differentiation. actives 1% (n = 360,000). calls only at 10 µM. AID 624256. ER-HoxA9 myeloid progenitors, lysozyme-GFP differentiation, flow cytometry;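 active means normalized GFP-positive differentiation at or above the plate's own cutoff, the solvent-only control mean plus 3 SD; inconclusive means no clear call, values can overlap the other calls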;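 further: cells exposed to compound for four days before flow analysis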
WT yeast gro inh mutant strain: also measured in WT yeast gro inh; calls as there; inhibition, %; mitochondrial fusion phenotypic screen, mutant strain inhibition
Myeloid diff MLP GFP+ MAC1+ %: further read-out of Myeloid diff MLP, marked with its call; GFP+ MAC1+ double positive, %; measured here: differentiation confirmed by MAC1 staining
Starred values were filed as active, the others as inactive; i = inactive; ? = inconclusive; · = no result given; ! = not confirmed by another sample. Unless noted, no stated cut-off is given here; in the data, active means inhibition above about 50%; inactive means the rest. No enrichment for hits. Share with any hit: about 3.1%.

1. O=C(C1CCN(S(=O)(=O)c2ccccc2[N+](=O)[O-])CC1)N1CCOCC1
2. CSc1ccc(C(=O)C2CCCN(Cc3cccn3-c3cccnc3)C2)cc1 (stereo not given)
3. O=[N+]([O-])c1ccc(O)c2ncccc12
4. CCOc1ccc(N2CC(C(=O)Nc3ccccc3N3CCCC3)CC2=O)cc1 (stereo not given)
5. CN(CC(=O)O/N=C(\N)c1ccccn1)S(=O)(=O)c1ccccc1
6. Cc1cc(Cl)nc2ccc(Cc3ccc4nc(Cl)cc(C)c4c3)cc12
7. CCN1CCN(Cc2ccc(NC(=O)c3ccc(C)c(NC(=O)c4cc(-c5ccc(Br)cc5)n[nH]4)c3)cc2C(F)(F)F)CC1
8. Cc1c(C(=O)O)oc2ccc(S(=O)(=O)N(CC(C)C)CC(C)C)cc12
Compound	1	2	3	4	5	6	7	8
PMI inhibitors	1%	17%	-8%	·	3%	·	·	-5%
PMI inhibition	-6%	12%	9%	·	0%	·	·	-11%
SIAH1 antagonists	2%	0%	-11%	7%	2%	-3%	-4%	3%
XIAP antagonists	-3.4%	-4.8%	-8.1%	·	-0.2%	·	·	-3.4%
WT yeast gro inh	3	6	70	·	20	·	·	-8
WT yeast gro inh mutant strain	14	6	73	·	-1	·	·	-7
RSV CPE inhibition	0.6%	9.3%	6.3%	3.8%	1.4%	1.8%	-3.9%	3.0%
PhoP inhibition	0%	-4%	3.5µM*!	6%	-9%	4%	0%	-2%
TNAP activation fold	1	1.1	0.9	·	1.1	·	·	1
Myeloid diff MLP	i	i	i	i	i	i	?	i
Myeloid diff MLP GFP+ MAC1+ %	0.7	0.4	2.2	0.5	1.0	0.1	·	0.3

9. Cc1ccc(C(=O)c2coc3ccc(O)c(CN(C)C)c23)cc1
10. COc1cc(C)c(NC(c2ccccc2)c2ccccc2)cc1OC
11. CCc1ccc(NC(=O)CCc2c(C)nn(-c3ccc(N4CCCCC4)nn3)c2C)cc1
12. COP(=O)(OC)C(Nc1ccc(Cl)cc1)c1ccccc1 (stereo not given)
13. CCOc1ccc(-c2nonc2NC(=O)c2ccco2)cc1
14. CSc1ncccc1C(=O)N1CCCC(Nc2ccc(C)c(C)c2)C1 (stereo not given)
15. N#Cc1cc([N+](=O)[O-])ccc1NC(=O)COC(=O)CCC1CCCCC1
16. CCCCOCCCn1cnc2c([nH]c3cc(OC)ccc32)c1=O
Compound	9	10	11	12	13	14	15	16
PMI inhibitors	·	16%	·	·	·	·	6%	9%
PMI inhibition	·	23%	·	·	·	·	10%	4%
SIAH1 antagonists	3%	41%	-1%	-1%	97%	1%	-7%	1%
XIAP antagonists	·	-5.7%	·	·	·	·	-8.8%	-1.0%
WT yeast gro inh	·	53	·	·	·	·	23	3
WT yeast gro inh mutant strain	·	-23	·	·	·	·	24	-13
RSV CPE inhibition	0.3%	2.5%	15%	2.0%	0.1%	1.6%	0.0%	2.4%
PhoP inhibition	4%	-4%	7%	0%	1%	1%	-4%	-9%
TNAP activation fold	·	1.1	·	·	·	·	1	1.1
Myeloid diff MLP	i	i	i	i	i	i	·	i
Myeloid diff MLP GFP+ MAC1+ %	0.9	0.1	0.5	0.2	0.7	1.9	·	0.9

17. CCN1C(=O)C2C(C1=O)N1C(c3ccccc3)C3C(=O)N(CC)C(=O)C3N1C2c1ccccc1 (stereo not given)
18. CN=C(Nc1ccccc1)SC1CC(=O)N(c2ccc(C(=O)OC)cc2)C1=O (stereo not given)
19. COc1ccc(NC(=O)c2ccc(NS(=O)(=O)c3cccc4cccnc34)cc2)cc1
20. Cc1ccc(/C=N/n2c(-c3ccc(Cl)cc3)n[nH]c2=S)o1
21. CC(C)(C)n1cnc2cc(NCc3ccc(Br)cc3)ccc21
22. Cc1ccc(S(=O)(=O)N(CC(=O)N/N=C/c2cccc(C)c2)c2cccc3cccnc23)cc1
23. CCc1ccc(CNC(=O)C(=O)NCC2CCCO2)cc1 (stereo not given)
24. Nc1c2c(nc3ccc(Br)cc13)N(c1ccccc1)CC2
Compound	17	18	19	20	21	22	23	24
PMI inhibitors	9%	5%	·	·	·	3%	-3%	17%
PMI inhibition	10%	3%	·	·	·	-6%	-6%	15%
SIAH1 antagonists	-7%	-2%	1%	10%	0%	4%	1%	3%
XIAP antagonists	0.0%	-6.2%	·	·	·	-3.4%	-2.3%	-0.2%
WT yeast gro inh	1	-9	·	·	·	-9	1	0
WT yeast gro inh mutant strain	4	-6	·	·	·	3	-8	4
RSV CPE inhibition	0.7%	6.3%	0.1%	3.0%	1.2%	2.0%	1.1%	21%
PhoP inhibition	2%	3%	-2%	-6%	-4%	-4%	6%	2%
TNAP activation fold	1	1.1	·	·	·	1.1	1.1	1.1
Myeloid diff MLP	i	i	i	i	i	i	i	i
Myeloid diff MLP GFP+ MAC1+ %	3.5	1.8	0.5	0.3	0.5	1.1	0.1	7.4

Just Myeloid diff MLP GFP+ MAC1+ % and XIAP antagonists, for some of the entries so far:
cpd	SMILES	Myeloid diff MLP GFP+ MAC1+ %	XIAP antagonists
19	COc1ccc(NC(=O)c2ccc(NS(=O)(=O)c3cccc4cccnc34)cc2)cc1	0.5	·
20	Cc1ccc(/C=N/n2c(-c3ccc(Cl)cc3)n[nH]c2=S)o1	0.3	·
21	CC(C)(C)n1cnc2cc(NCc3ccc(Br)cc3)ccc21	0.5	·
22	Cc1ccc(S(=O)(=O)N(CC(=O)N/N=C/c2cccc(C)c2)c2cccc3cccnc23)cc1	1.1	-3.4%
23	CCc1ccc(CNC(=O)C(=O)NCC2CCCO2)cc1 (stereo not given)	0.1	-2.3%

Further compounds:
25. CC1CCCC(C)N1C(=O)CSc1nnnn1Cc1ccccc1 (stereo not given)
26. CCOc1ccc(/C(O)=C2/C(=O)C(=O)N(CC3CCCO3)C2c2cccs2)cc1 (stereo not given)
27. Fc1cc(Br)ccc1NC(=S)NCCc1ccccc1
28. O=C(NCC1CCCO1)c1ccc(N2CCCCC2)nc1 (stereo not given)
29. O=c1c(-c2ccc(Br)cc2)[n+]([O-])c2ccccc2n1OCc1ccccn1
30. COc1ccc(Cc2nnc(NC(=O)CSc3ccc(C)cc3)s2)cc1
31. Cc1ccc(S(=O)(=O)N(C)C)cc1NC(=O)CSc1nc2ccccc2c(=O)n1CC1CCCO1 (stereo not given)
32. COC(=O)N1C(=O)[C@](CC(C)C)(c2ccccc2)N1C(=O)OC
Compound	25	26	27	28	29	30	31	32
PMI inhibitors	0%	-7%	21%	7%	5%	6%	·	·
PMI inhibition	-2%	-5%	17%	11%	9%	13%	·	·
SIAH1 antagonists	-5%	6%	1%	11%	6%	10%	4%	-2%
XIAP antagonists	-2.3%	-2.5%	-14%	-3.6%	-3.4%	-25%	·	·
WT yeast gro inh	5	1	54	-34	7	4	·	·
WT yeast gro inh mutant strain	12	-16	22	-17	-6	3	·	·
RSV CPE inhibition	0.1%	2.1%	3.1%	0.8%	-2.4%	3.1%	1.6%	1.0%
PhoP inhibition	9%	-7%	9%	-2%	-1%	6%	-3%	8%
TNAP activation fold	1.1	1.1	1	1.1	1	1	·	·
Myeloid diff MLP	i	i	i	i	i	i	i	i
Myeloid diff MLP GFP+ MAC1+ %	0.4	0.8	4.4	8.5	0.4	0.0	2.3	1.0

33. CCCCCc1cc(=O)oc2c(C(CCN3CCCC(C)C3)c3ccc(N(C)C)cc3)c(OC)cc(OC)c12 (stereo not given)
34. CC(=O)Nc1cccc(/C(C)=N/NC(=O)c2ccc3c(c2)OCO3)c1
35. S=C(NCc1ccco1)Nc1ccccc1
36. Cc1ccc(C(=O)N/N=C/C=C/c2ccccc2)o1
37. CCc1nnc(NC(=O)C2CCN(c3cnccn3)CC2)s1
38. Cc1c(C(=O)NCc2cccnc2)oc2ccccc12
39. CCCC(NC(=O)COc1cc2c(c3oc(=O)c(C)c(C)c13)CCC(C)(C)O2)C(=O)O (stereo not given)
40. COc1cccc(CN(C)C(=O)Nc2cccc(C(F)(F)F)c2)c1OC
Compound	33	34	35	36	37	38	39	40
PMI inhibitors	·	12%	0%	-17%	5%	9%	·	12%
PMI inhibition	·	7%	-8%	-16%	13%	13%	·	4%
SIAH1 antagonists	12%	2%	11%	2%	-2%	0%	-4%	-3%
XIAP antagonists	·	0.9%	-6.1%	0.9%	-3.1%	-8.0%	·	-3.5%
WT yeast gro inh	·	6	9	2	-20	-3	·	-1
WT yeast gro inh mutant strain	·	11	-8	-7	-8	-9	·	-22
RSV CPE inhibition	-3.8%	1.7%	1.3%	1.7%	2.9%	2.1%	1.0%	0.7%
PhoP inhibition	-2%	-2%	4%	-6%	-10%	4%	-1%	1%
TNAP activation fold	·	1.1	1	1	1	1.1	·	1.1
Myeloid diff MLP	i	i	i	i	i	i	i	i
Myeloid diff MLP GFP+ MAC1+ %	1.4	0.3	0.4	0.6	0.9	2.3	0.3	2.1

41. O=C(N/N=C/c1coc2ccccc2c1=O)c1cn(-c2ccccc2)nc1-c1ccccc1
42. CCOP(=O)(OCC)C(Nc1cccc(C)c1)c1ccc(F)cc1 (stereo not given)
43. COc1cc(C(=O)NCc2nnc(SCC(=O)N3CCCCC3)o2)cc(OC)c1OC
44. COCCN(CC(=O)NCc1ccccc1)C(=O)CCC(=O)Nc1nccs1
45. CCO[C@@H]1OC(C(=O)N2CCN(Cc3ccc4c(c3)OCO4)CC2)=C[C@H](c2coc3ccccc3c2=O)[C@H]1CCCO
46. CCOC(=O)Cn1c(=NC(=O)C2COc3ccccc3O2)sc2cc(S(N)(=O)=O)ccc21 (stereo not given)
47. O=C(CSc1nnc(NC2CCCCC2)s1)Nc1ccc(N2CCOCC2)cc1
48. Cc1ccccc1OCCn1nc(C(=O)O)c2ccccc2c1=O
49. COc1cccc(C2N(c3ccccn3)C(=O)C3CCCN32)c1OC (stereo not given)
50. O=C(CN1CCCC1)N1CCCc2ccccc21
51. O=c1cc(-c2ccc(Br)cc2)[nH][nH]1
Compound	41	42	43	44	45	46	47	48	49	50	51
PMI inhibitors	0%	4%	-2%	0%	5%	19%	12%	6%	9%	-4%	19%
PMI inhibition	4%	8%	-8%	4%	-3%	7%	17%	7%	1%	-2%	32%
SIAH1 antagonists	5%	4%	1%	2%	4%	11%	2%	1%	7%	4%	2%
XIAP antagonists	3.1%	-6.0%	-1.6%	-3.1%	-0.4%	-6.6%	-3.6%	-3.0%	-2.0%	4.2%	-2.3%
WT yeast gro inh	15	-2	4	0	3	-9	5	1	-8	-3	6
WT yeast gro inh mutant strain	11	4	-3	9	8	-27	-44	-8	3	-5	-3
RSV CPE inhibition	4.5%	1.1%	0.5%	1.9%	0.8%	2.5%	4.3%	1.7%	1.0%	-0.3%	-0.7%
PhoP inhibition	27%	-13%	-2%	-4%	-6%	10%	9%	15%	-7%	9%	-4%
TNAP activation fold	0.9	1.1	1.1	1.1	1.1	1.1	1	1.1	1.1	1.1	1.1
Myeloid diff MLP	i	i	i	i	i	i	i	i	i	i	i
Myeloid diff MLP GFP+ MAC1+ %	0.2	0.3	0.7	0.6	1.6	2.1	6.1	0.9	1.9	0.3	0.0

Screening results deposited in PubChem BioAssay by several laboratories.
